Source: PubChem BioAssay (several laboratories)
HCV NS3 hel inh: HCV NS3 helicase inhibition; NS3 helicase DNA unwinding, Cy5 molecular beacon fluorescence; inhibition, % at 10.9 µM; 290,000 tested, 0.56% active; AID 1800;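 active means inhibition above the mean of all tested compounds plus 3 SD, set per campaign, cut at about 35% in these data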;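 further: 0% = DMSO wells and 100% = thioflavine S control wells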
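assay system = NS3 helicase fragment of HCV | buffer or medium = MOPS pH 6.5, MgCl2, DTT, Tween20, BSA | timing = 60 min unwinding reaction at 25 °C after ATP addition | signal = Cy5 beacon fluorescence read at start and 1 h | read-out basis = % inhibition of unwinding | control set = low DMSO, high thioflavine S at 110 µM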
CRFR2-BP antag: antagonists of CRF-binding protein/CRF-R2 receptor complex; HEK293 CRF-R2/CRF-BP, CRF-induced calcium fluorescence; AID 588475; 350,000 tested, 0.59% active; inhibition, % at 11.8 µM;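 active means inhibition of the ligand-induced calcium signal above about 50% at the single tested concentration, limit read from the data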
GalR3 antagonist: human GalR3 antagonism. O60755. HEK293 GalR3-CNG cAMP membrane potential fluorescence; galR3 body fused to GalR1 C-terminus. inhibition, % at 3 µM. 360,000 tested, 0.44% active;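 active means inhibition above the screen-wide average plus 3 SD, cut at about 13% in these data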;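 further: forskolin and galanin both at EC90 stimulate the cells; cAMP rise reported by CNG channel membrane potential dye signal; 0% = forskolin plus galanin with DMSO and 100% = forskolin alone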
Target sequence (O60755 1-299 limits assumed): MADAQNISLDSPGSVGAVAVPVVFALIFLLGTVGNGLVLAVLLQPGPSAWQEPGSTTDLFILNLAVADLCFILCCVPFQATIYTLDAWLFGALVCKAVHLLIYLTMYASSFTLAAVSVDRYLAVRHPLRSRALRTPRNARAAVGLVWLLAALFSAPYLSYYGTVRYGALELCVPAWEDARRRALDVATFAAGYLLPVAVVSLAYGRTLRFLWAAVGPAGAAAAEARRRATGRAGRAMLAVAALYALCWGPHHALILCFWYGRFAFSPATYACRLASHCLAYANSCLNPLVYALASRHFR
FID counter: displaces DNA intercalator in HCV helicase counter-screen; DNA fluorescent intercalator displacement, fluorescence; inhibition, % at 7.9 µM; 290,000 tested, 0.17% active; in the data active means inhibition above about 37%;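 further: 0% = vehicle and 100% = reference compound; higher means more ethidium bromide displaced from hairpin DNA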
MEKK3 PB1 HTS: raises or lowers MEK5 binding to the human MEKK3 PB1 domain; binding response (% of control), % at 10 µM; Q99759; bead-based flow cytometry, Alexa488-MEK5 binding to MEKK3; actives lie on both sides; 0 = blocked by unlabeled MEK5, 100 = vehicle; 290,000 tested, 1.4% active;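 active means binding response more than 3 SD above or below the average of its plate-row segment, actives on both sides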;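 further: Alexa488 bead fluorescence after subtracting the streptavidin-only scavenger bead signal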
MEKK2 WT-MEK5: raises or lowers MEK5 binding to wildtype human MEKK2 PB1 domain. bead flow cytometry, Alexa488-MEK5 binding to MEKK2 WT; actives lie on both sides. 290,000 tested, 1.1% active. binding response (% of control), % at 10 µM. AID 1531. Q9Y2U5; in the data active means binding response below about 67% or above about 130%
SUMO HTRF inh: blocks human SUMOylation mediated by UBC9; P63279; inhibition, % at 35 µM; AID 2006; 290,000 tested, 0.36% active; HTRF SUMOylation assay, SAE1/SAE2 + UBC9, in vitro; in the data active means inhibition above about 50%, passing the limit was not always enough; further: strong numbers were not always called active
Target sequence (P63279 whole entry, looked up): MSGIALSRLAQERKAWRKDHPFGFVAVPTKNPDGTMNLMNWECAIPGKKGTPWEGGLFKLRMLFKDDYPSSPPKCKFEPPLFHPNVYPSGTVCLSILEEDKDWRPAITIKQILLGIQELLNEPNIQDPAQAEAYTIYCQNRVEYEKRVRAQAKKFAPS
MEKK2 mut-MEK5: signal of MEK5 binding to mutant human MEKK2 PB1 domain; 290,000 tested, 0.35% active; AID 1530; bead flow cytometry, Alexa488-MEK5 binding to MEKK2 mutant; percent response, % at 10 µM; in the data active means percent response above about 24%, passing the limit was not always enough; further: inactives centre near 1; some results filed as inactive read as strong as hits
CRFR2-BP ag: agonists of human CRF-binding protein/CRF-R2 receptor complex; activation, % at 13.2 µM; 350,000 tested, 0.46% active; HEK293 CRF-R2/CRF-BP, calcium dye fluorescence (FLIPR); percent of saturating CRF peptide response; AID 588473;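 active means activation of at least 50%, plus an integration ratio under a set limit after plate pattern correction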;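 further: plate controls were neutral control wells without compound for no effect and CRF at EC100 for full effect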
* hit, by the source's call; / = no result given.

SMILES | HCV NS3 hel inh | CRFR2-BP antag | GalR3 antagonist | FID counter | MEKK3 PB1 HTS | MEKK2 WT-MEK5 | SUMO HTRF inh | MEKK2 mut-MEK5 | CRFR2-BP ag
CCCS(=O)(=O)NCCc1csc(-c2ccc(OC)c(OC)c2)n1 | 7 | 14 | -7 | -25 | 95 | 93 | 20 | -10 | -1.9
Cc1ccccc1CN(C)CC(=O)Nc1cccc(S(=O)(=O)N(C)c2ccccc2)c1 | -21 | 14 | 3 | 2 | 107 | 104 | -22 | -2 | 5.0
Cc1cc2nc(N3C(=O)CNC3=S)sc2cc1C | 12 | 12 | -4 | -7 | 97 | 97 | -17 | -2 | 1.6
CC1CCCN(C(=O)CSc2nnc(-c3cccs3)o2)C1 (stereo unspecified) | 12 | -1 | -8 | -21 | 96 | 97 | 0 | -5 | -1.0
C=CCn1c(SCC(=O)C23CC4CC(CC(C4)C2)C3)nc(O)cc1=O | 17 | 1 | -3 | -5 | 104 | 99 | -5 | -1 | -0.3
CCOC(=O)C(NC(C)=O)(Nc1ccc(F)cc1)C(F)(F)F (stereo unspecified) | 0 | 3 | 2 | 2 | 85 | 95 | 7 | -5 | -0.3
CC1CCCC(C)N1CCCNC(=O)c1ccc2c(c1)NC(=O)c1ccccc1S2 (stereo unspecified) | -51 | -8 | 1 | 12 | 94 | 112 | 19 | 9 | 1.0
CCOC(=O)c1ccc(S(=O)(=O)N2CCC(N3CCCCC3)CC2)cc1 | -10 | 9 | 1 | 0 | 103 | 105 | 1 | 4 | -1.1
O=C1CC(NNC(=O)c2ccccc2)C(=O)N1 (stereo unspecified) | -1 | 1 | -2 | -2 | 93 | 88 | 30 | -7 | 0.3
O=C(O)c1cnc(-c2ccccc2)nc1Oc1ccccc1 | 3 | -5 | -3 | -8 | 101 | 99 | 8 | -6 | 0.3
O=C(NC1CC2CCCC(C1)N2C(=O)Nc1ccccc1)C1CC1 (stereo unspecified) | 0 | 6 | -6 | -5 | 104 | 100 | 12 | 4 | -0.2
O=[N+]([O-])c1ccc(OCC(O)CN(C2CCCCC2)C2CCCCC2)cc1 (stereo unspecified) | -8 | -9 | -6 | 17 | 94 | 100 | -2 | -3 | -2.9

Single records, from the list above. Screens in order: HCV NS3 hel inh	CRFR2-BP antag	GalR3 antagonist	FID counter	MEKK3 PB1 HTS	MEKK2 WT-MEK5	SUMO HTRF inh	MEKK2 mut-MEK5	CRFR2-BP ag
O=C(NC1CC2CCCC(C1)N2C(=O)Nc1ccccc1)C1CC1 (stereo unspecified) reads 0	6	-6	-5	104	100	12	4	-0.2
Cc1ccccc1CN(C)CC(=O)Nc1cccc(S(=O)(=O)N(C)c2ccccc2)c1 reads -21	14	3	2	107	104	-22	-2	5.0
O=[N+]([O-])c1ccc(OCC(O)CN(C2CCCCC2)C2CCCCC2)cc1 (stereo unspecified) reads -8	-9	-6	17	94	100	-2	-3	-2.9
O=C1CC(NNC(=O)c2ccccc2)C(=O)N1 (stereo unspecified) reads -1	1	-2	-2	93	88	30	-7	0.3
CCCS(=O)(=O)NCCc1csc(-c2ccc(OC)c(OC)c2)n1 reads 7	14	-7	-25	95	93	20	-10	-1.9

Following part.
SMILES | HCV NS3 hel inh | CRFR2-BP antag | GalR3 antagonist | FID counter | MEKK3 PB1 HTS | MEKK2 WT-MEK5 | SUMO HTRF inh | MEKK2 mut-MEK5 | CRFR2-BP ag
CC1Cc2ccccc2N1C(=O)C1CCN(S(=O)(=O)Cc2ccccc2)CC1 (stereo unspecified) | -1 | -19 | 1 | -20 | 105 | 107 | 6 | 11 | -1.2
COc1ccc(-c2ccc(=O)n(CC(=O)NC3CCc4ccccc43)n2)cc1OC (stereo unspecified) | 16 | 1 | -3 | -16 | 99 | 100 | 20 | -2 | -1.2
CCOc1ccccc1C(=O)Nc1ccccc1C(N)=O | -1 | 2 | -7 | 1 | 102 | 109 | -1 | 2 | 0.2
O=C(CSc1nnnn1-c1ccccc1)Nc1ccc(Cl)cn1 | -5 | -11 | -3 | -1 | 105 | 110 | 18 | 1 | 3.0
CCCC1(C(=O)OCC)NC(c2ccc(N(C)C)cc2)C2C(=O)N(c3ccc4c(c3)OCCO4)C(=O)C21 (stereo unspecified) | -5 | 0 | 6 | -29 | 105 | 100 | 1 | 4 | 3.2
COc1cc(C(=O)Oc2ccccc2/C=N/NC(=O)c2ccc(C)cc2)cc(OC)c1OC | -8 | 20 | 1 | -16 | 106 | 107 | 12 | 10 | 12
Cc1ccccc1C(CC(=O)c1cccs1)C(C#N)C#N (stereo unspecified) | 1 | -25 | -1 | 1 | 100 | 122 | -8 | 17 | -0.8
COc1cccc(OC)c1NC(=O)C1CCCN1C(=O)Nc1ccccc1Cl (stereo unspecified) | 1 | 0 | -7 | -5 | 99 | 101 | 11 | -2 | 0.1
Cc1ccc(N2CCN(S(=O)(=O)c3ccc4c(c3)oc(=O)n4C)CC2C)cc1 (stereo unspecified) | 32 | 6 | -1 | -30 | 99 | 97 | 1 | 6 | -2.9
C(=C\c1cccc2ccccc12)/c1nnc(-c2cccs2)o1 | -2 | -18 | -4 | -21 | 77 | 78 | 6 | -6 | -0.8
CCOC(=O)c1ccccc1NC(=O)Nc1ccc(OC)c(OC)c1 | -7 | -10 | 0 | 0 | 94 | 101 | -2 | 0 | -1.9
c1ccc(-c2csc(N3CCCCCC3)n2)cc1 | -2 | 6 | -6 | 7 | 96 | 102 | -6 | 4 | 1.0
COc1ccc(Oc2coc3cc(OC(=O)c4cncc(Br)c4)ccc3c2=O)cc1 | -5 | -3 | -2 | -4 | 91 | 93 | 24 | -6 | 0.6
O=C(/C=C/c1ccccc1Cl)N1CCN(c2ncccn2)CC1 | -2 | 1 | -3 | -27 | 102 | 101 | 4 | 1 | 0.0
COc1cc(OC)c(OC)cc1/C=N/NC(=O)c1cc(-c2cccn2C)n[nH]1 | 5 | 9 | 3 | -22 | 95 | 94 | 4 | 0 | -0.9
O=C(Nc1ncc(Cl)cn1)c1cccs1 | -7 | 5 | 0 | 1 | 97 | 96 | 7 | 11 | -0.8
COc1ccc(C(=O)C2CCN(C(=S)NCCc3ccc(OC)c(OC)c3)CC2)cc1 | -14 | 25 | -2 | -23 | 99 | 93 | -5 | -5 | -0.8
CCOC(=O)C(NC(=O)c1ccc(Cl)cc1Cl)(Nc1ccc(C)cc1)C(F)(F)F (stereo unspecified) | 1 | -15 | -3 | 5 | / | / | -18 | / | -2.9
Cc1cccc(CC2CC(=O)N(c3nc4ccccc4s3)C2=O)c1 (stereo unspecified) | 19 | -20 | -1 | -30 | 101 | 97 | 10 | -1 | 0.0
Cc1cccc(-c2nnc(-c3ccccc3)o2)c1 | 3 | -17 | -5 | -5 | 99 | 98 | 10 | 4 | -0.5
CC(=O)Nc1ccc(Br)cc1C(=O)C(=O)O | 9 | 5 | -4 | 1 | 98 | 106 | -2 | 8 | 2.5
O=C(Cn1c(-c2cncs2)nc2ccccc21)NCCc1ccccc1 | 0 | 11 | 3 | -9 | 109 | 110 | 5 | 7 | -3.0
Cc1cc(NC(=O)CSc2nc3ccsc3c(=O)n2Cc2ccccn2)n[nH]1 | 0 | -5 | -6 | -4 | 105 | 108 | 21 | 11 | -2.4
CCOc1ccc2nc(NC3=NC(c4ccc(OC)cc4)CC(=O)N3)nc(C)c2c1 (stereo unspecified) | -36 | -6 | -6 | -28 | 83 | 83 | -8 | -8 | 0.0
CCCC(C(=O)NC1CCCC1)N(CC1CCCO1)C(=O)CNS(=O)(=O)c1ccccc1 (stereo unspecified) | -7 | -16 | -9 | -32 | 102 | 98 | 16 | -2 | -0.1
Cc1cccc(-n2c(O)c(C=Nc3ccc4c(c3)OCO4)c3ccccc3c2=O)n1 | -1 | -7 | -5 | -5 | 101 | 97 | 12 | 6 | 9.5
CC(C)CC(NC(=O)C1CCC(C)CC1)C(=O)NCc1cccnc1 (stereo unspecified) | -1 | 4 | -4 | -9 | 97 | 100 | 1 | 0 | -0.6
CC(C(=O)O)n1c(-c2ccn[nH]2)n[nH]c1=S (stereo unspecified) | 4 | 4 | -4 | 2 | 98 | 97 | 5 | 0 | 0.5
CCC1(CC)Nc2ccccc2C(=O)N1c1ccc(NC(C)=O)cc1 | 3 | -11 | 0 | -6 | 103 | 107 | 23 | 3 | 0.8
Cc1cc(C)c(C)c(S(=O)(=O)NCc2ccco2)c1C | 10 | / | / | -13 | 99 | 95 | 6 | -6 | /
COc1ccc(-c2nc(C#N)c(N3CCCCCC3)o2)cc1 | 0 | 1 | 6 | 1 | 101 | 100 | 17 | 0 | 1.3
O=C(C1=C(O)C(=O)N(CCN2CCOCC2)C1c1ccncc1)c1ccco1 (stereo unspecified) | 2 | 20 | -4 | -2 | 119 | 124 | 24 | 17 | 0.3
CCc1ccc(NC(=S)NC(=O)CC(C)C)cc1 | -9 | -8 | -4 | -7 | 148* | 110 | 16 | 1 | -1.1
c1coc(-c2ccnc(-n3cccc3)n2)c1 | 8 | -10 | 5 | -8 | 116 | 107 | 25 | 4 | -0.5
CCCc1[nH]nc2c1C(c1ccc(OC)cc1OC)C(C#N)=C(N)O2 (stereo unspecified) | -6 | -10 | 9 | -6 | 111 | 107 | -4 | 2 | -0.3
COc1ccc(/C(C)=N/OC/C(O)=C(\C#N)c2nc3ccccc3[nH]2)c(OC)c1 | -5 | 17 | 0 | -19 | 94 | 94 | 3 | -2 | -1.3
CC(C)CNC(=O)c1cc(S(=O)(=O)N2CCOCC2)ccc1N1CCCC1 | -1 | -12 | -2 | -10 | 98 | 98 | -2 | 5 | -7.6
Cc1nnc2ccc(-c3ccc(NC(=O)c4cccnc4Cl)cc3)nn12 | 7 | 1 | -7 | 7 | 106 | 97 | 24 | -1 | -1.0
COc1ccccc1NC(=O)NC(=O)c1ccccc1 | 5 | 3 | -4 | -2 | 106 | 111 | 11 | 7 | -0.4
Cc1ccc(N2CC(C(=O)OCC(=O)c3ccc(F)cc3)CC2=O)cc1 (stereo unspecified) | -6 | 11 | -1 | -33 | 101 | 102 | 2 | 6 | 0.6
Cc1ccc(NC(=O)CCNS(=O)(=O)c2cccc3nonc23)cc1Cl | 7 | -4 | -6 | -6 | 112 | 108 | -14 | -2 | -0.6
Cc1c(C(=O)N2CCN(S(C)(=O)=O)CC2)oc2ccccc12 | 2 | 2 | -4 | -5 | 107 | 106 | -10 | 5 | 0.3
Cc1ccc(-c2nc(-c3ccc(Cl)cc3)sc2CC(=O)O)c(C)c1 | 0 | 21 | -7 | -28 | 104 | 102 | 17 | 5 | -1.8
CCOc1ccc2nc(CN3CCN(Cc4ccsc4)C(CCO)C3)ccc2c1 (stereo unspecified) | -6 | -24 | -5 | 19 | 98 | 89 | 19 | -15 | 5.0
COC(=O)C1=C(C(=O)OC)[C@@H]2N(C)c3ccccc3[C@@]23C[C@@H](C(=O)OC)N(C(=O)c2ccco2)C3=N1 | / | -2 | -3 | / | 102 | 101 | / | 0 | -1.8
CCOC(=O)C1=C(C)NC(=O)NC1c1c(C)nn(-c2ccccc2)c1Cl (stereo unspecified) | 2 | 14 | 3 | -14 | 73 | 82 | -9 | -17 | -1.3

Some of the compounds tested. The share of hits here may be higher or lower than overall.
